# Casp1 inh = blocks human caspase-1 allosterically or competitively | P29466 | Caspase-1 enzyme, Ac-WEHD-AFC fluorogenic rate | Potency, µM (titrated, usually from 57.5 µM), for the others: at the highest dose activity change, negative = inhibition, most hits filed as inhibitors | 0.03% of 75,000 active;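 note: potency is the fitted concentration of half-maximal effect; plate controls were vehicle for no effect and no substrate for full effect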
# Target sequence (P29466 120-297 limits assumed): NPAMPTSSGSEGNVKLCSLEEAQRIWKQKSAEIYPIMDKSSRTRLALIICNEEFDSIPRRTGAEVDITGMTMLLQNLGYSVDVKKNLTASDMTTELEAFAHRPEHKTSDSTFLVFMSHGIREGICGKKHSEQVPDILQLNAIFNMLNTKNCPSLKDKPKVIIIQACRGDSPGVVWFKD
# Target sequence (P29466 317-404 limits assumed): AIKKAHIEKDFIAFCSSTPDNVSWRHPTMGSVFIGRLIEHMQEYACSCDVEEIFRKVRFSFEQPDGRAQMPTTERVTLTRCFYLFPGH
# BRCT PPI red = inhibitors of human BRCA1 BRCT-phosphoprotein interaction (red fluorophore); 0.03% of 75,000 active; Potency, µM (titrated, usually from 76.9 µM), without a hit: at the top dose activity change, negative = inhibition, actives largely listed as inhibitors; BRCT-phosphopeptide binding, red fluorescence polarization; note: % is set by controls: 0 for no effect and ±100 for the full control effect
#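 Fluorescence polarization: 100 nM His-tagged BRCA1 BRCT with 100 nM TAMRA-labelled phospho-BACH1 decapeptide, phosphate buffer pH 7.3 with 150 mM NaCl, DTT, 0.01% Tween 20; 12 min RT. Binding inhibition seen as FP decrease.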
# Ub-GFP proteasome = ubiquitin-GFP accumulation via proteasome inhibition; 67,000 tested, under 10 active; Ubiquitin-GFP reporter cells, proteasome inhibition, GFP fluorescence; response scale: untreated = 0%, 10 µM MG-132 = 100%; Potency, µM (titrated, usually from 45.9 µM), for inactives: at the top dose activation (GFP accumulation), actives largely listed as activators; active = well fitted activation curve with a large enough effect, not every such curve was filed as active; inconclusive = small, poorly fitted or top-dose-only effect, or another doubt; inactive = no such curve, though single readings can be large or run the other way; note: potency is the fitted concentration of half-maximal effect
#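 U2OS cells stably expressing ubiquitin(G76V)-GFP, seeded overnight in 0.5% FBS medium, were exposed to compounds (qHTS, 46 uM to 2.9 nM) for 4 hr at 37 °C. GFP-positive cells were counted by laser cytometry (488 ex/515 em), normalized between basal and 10 uM MG-132.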
# USP2a inh = inhibitors of human ubiquitin-specific protease USP2a; AID 927; Potency, µM (doses to about 38.3 µM), inactives show at the highest dose activity change, negative = inhibition, usual class: inhibitors; O75604; 0.1% of 60,000 active; USP2a enzymatic assay, qHTS inhibition;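 note: potency is the fitted concentration of half-maximal effect; nearly all actives have a fitted effect of over 60% in size; plate controls were DMSO for no effect and NEM full inhibition control for full effect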
#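 Inhibition is measured in a cell-free coupled assay with 20 nM USP2 core, 20 nM Ub-PLA2 and 20 uM NBD C6-HPC, 2.5 h incubation. Activity normalized to NEM control.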
# 4MU fluor = compound fluoresces in the 4-MU spectral region; compound autofluorescence, 340/450 nm, 4-MU equivalents; active compounds read high; 11% of 59,000 active; max dye-equivalent concentration, M; in the data active = max dye-equivalent concentration above about 10 nM; inconclusive = mostly about 1.1 nM to 9.6 nM
#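 Compounds in 100 mM Tris, pH 8.0, sat 15 min at room temperature before fluorescence was read at 340 nm excitation/450 nm emission; a per-plate six-point 4-MU standard curve converted signals to dye-equivalent concentration at each compound concentration.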
# HEK293 cAMP cs = raises cAMP in parental HEK293 cells, TSHR agonist counter-screen | Potency, µM (doses to about 57.1 µM), inactives show at the highest dose activation, actives largely listed as activators | parental HEK293 CNG cAMP sensor, membrane potential fluorescence | 2.5% of 73,000 active | AID 938; note: potency is the fitted concentration of half-maximal effect; % of control where 0% means no effect; nearly all actives have a fitted effect of over 55% in size
#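 Parental HEK 293 cells stably expressing a cAMP-gated CNG channel were loaded with membrane potential dye containing 100 uM RO 20-1724 for 60 min. Compound added for 30 min; depolarization read as fluorescence intensity at 590 nm.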
# A350 fluor = compounds fluorescent in Alexa 350 spectral region; Compound autofluorescence, 340/450 nm, Alexa 350 dye-equivalents; active compounds read high; max dye-equivalent concentration, M; 11% of 59,000 active; in the data active = max dye-equivalent concentration above about 10 nM; inconclusive = mostly about 1.1 nM to 9.6 nM
# BRCT inh green = blocks human BRCA1 BRCT binding to phosphopeptide, green readout; BRCA1 BRCT-phosphopeptide binding, green fluorescence polarization; Potency, µM (series often up to 76.9 µM), for the others: at the top dose activity change, negative = inhibition, actives largely listed as inhibitors; 0.05% of 75,000 active; AID 875;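 note: potency is the fitted concentration of half-maximal effect; plate controls were peptide without protein for full effect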
#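 Compounds were incubated for 12 min at room temperature with a complex of 100 nM fluorescein-tagged pBACH1 decapeptide and 250 nM His-tagged BRCT protein. Buffer was phosphate pH 7.3 with EDTA, DTT and Tween 20. Disruption of binding lowers the polarization signal.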
# Fluorescein autfl = fluorescein region autofluorescence; Compound autofluorescence, 480/540 nm, fluorescein-equivalent; active compounds read high; max fluorescein-equivalent concentration, M; 0.91% of 59,000 active; in the data active = max fluorescein-equivalent concentration above about 10 nM; inconclusive = between about 1.1 nM and that limit
#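 Fluorescein stocks ranging 3 mM down to 300 nM, plus DMSO blanks, were pinned alongside compounds to build a per-plate standard curve. Buffer: 100 mM Tris, pH 8.0. Incubation 15 min, room temperature; filters 480/540 nm.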
# GFP derepression = epigenetic modulators derepressing GFP locus in mouse cells; mouse C127i GFP locus derepression, cytometry, 30 h; Potency, µM (series often up to 46.1 µM), for inactives: top-dose GFP derepression (activation); 0.09% of 68,000 active; note: % of control where 0% means no effect
#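 Murine C127i mammary cells carrying a silenced, stably integrated CMV-driven GFP reporter were treated with compound for 30 hours at 37 C. After PBS washes, GFP-positive cells were counted by laser-scanning microplate cytometry.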
# Caspase-7 inhib = caspase-7 (human) inhibition, allosteric or competitive; recombinant caspase-7, Ac-DEVD-AFC fluorescence rate; Potency, µM (doses to about 57.5 µM), for the others: at the top dose activity change, negative = inhibition, most hits filed as inhibitors; 0.02% of 75,000 active; active = well fitted inhibition curve with a large enough effect in the main read-out, with a control signal flat, not every such curve was filed as active; inconclusive = small, poorly fitted or top-dose-only effect, or a change in a side signal; note: potency is the fitted concentration of half-maximal effect; % of control where 0% means no effect
# Target sequence (P55210 24-198 limits assumed): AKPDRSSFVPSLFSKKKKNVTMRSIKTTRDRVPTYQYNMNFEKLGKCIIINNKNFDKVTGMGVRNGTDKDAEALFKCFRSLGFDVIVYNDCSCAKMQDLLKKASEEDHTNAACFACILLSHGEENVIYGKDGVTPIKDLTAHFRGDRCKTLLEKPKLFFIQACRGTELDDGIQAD
# Target sequence (P55210 207-303 limits assumed): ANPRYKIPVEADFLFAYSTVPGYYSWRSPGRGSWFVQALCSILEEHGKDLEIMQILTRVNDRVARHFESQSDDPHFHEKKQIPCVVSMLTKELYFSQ
# The depositor's hits bear a star; i = inactive; ? = inconclusive; nt = not tested or not shown; & = joins results of further samples; [ ] = dose if it differs, or a comment. Unless noted, calls come from the whole dose curve; as a rule, active = well fitted curve in the direction sought with a large enough effect; inconclusive = small, poorly fitted or top-dose-only effect, or another doubt; inactive = no such curve, though single readings can be large; an effect the other way counts as inactive or inconclusive. This is a subset. The share of hits here may be higher or lower than overall.
smiles | HEK293 cAMP cs | Fluorescein autfl | BRCT PPI red | Casp1 inh | 4MU fluor | BRCT inh green | A350 fluor | USP2a inh | GFP derepression | Ub-GFP proteasome | Caspase-7 inhib
c1ccc2c(c1)nc(NC1CCCCC1)c1nncn12 | 10% | nt | 1.4% | 2% | nt | 1.2% | nt | nt | -4% | 16% | -4%
O=C(Nc1ccccc1C(=O)N1CCCC1)C1CCN(c2ncccn2)CC1 | -2% | i | 0.7% | 0% | ? | 0.4% | ? | 1% | 4% | -2% | -1%
O=C(O)c1cn(-c2ccccc2)nc1-c1ccncc1 | -4% | i | 0.6% | 0% | i | 1.2% | i | 4% | -3% | -1% | 1%
CC(=O)Nc1ccc2c(c1)n(C)c(=O)n2C | 1% | ? | -1.1% | -1% | i | 0.6% | i | -1% | 0% | -1% | -1%
Cc1cnc(C(=O)Nc2cccc(-c3nnc4n3CCCCC4)c2)cn1 | -3% | ? | -3.8% | 1% | i | -1.8% | i | -9% | -1% | 5% | 6%
O=C(CCn1c(=O)sc2ccccc21)NCCCn1ccnc1 | ? | i | 1.4% | 1% | i | 0.4% | i | 5% | -3% | -17% | 1%
CCOC(=O)c1cccc(NC(=O)C2CCCO2)c1 (stereo not drawn) | 3% | i | -1.0% | 0% | i | -3.4% | i | 4% | 0% | -5% | 1%
CC1CCCCN1C(=O)Nc1cccc(Cl)c1 (stereo not drawn) | ? | i | -1.4% | -3% | i | -2.8% | i | -2% | -2% | 1% | 0%
N#CC1=C(N)Oc2n[nH]c(-c3ccncc3)c2C1c1ccsc1 (stereo not drawn) | 5% | ? | -2.3% | 0% | i | -2.6% | i | -1% | -2% | 1% | -2%
NCCNS(=O)(=O)c1cccc2cnccc12 | -2%&-6% | i | -0.1%&-1.0% | -4%&6% | i | -1.7%&-1.0% | i | -4% | 3%&0% | 5%&2% | -2%&0%
CC(=O)N1CCN(C(=O)Nc2cccc(C(F)(F)F)c2)CC1 | 12% | i | 0.3% | 0% | i | 0.3% | i | 4% | -2% | 1% | 0%
Cc1noc(C)c1COC(=O)Cc1ccc(Cl)c(Cl)c1 | 23% | ? | 0.3% | 0% | i | 1.8% | i | -17% | 3% | 0% | -2%
CC(C)N1CC(O)=C(c2nc3ccccc3[nH]2)C1=N | 10% | ? | 0.8% | 3% | i | -4.5% | i | 6% | -2% | -1% | 0%
CC(=O)[C@]1(O)CCC2C3C=C(Cl)C4=CC(=O)C5CC5[C@@]4(C)C3CC[C@]21C (stereo partly drawn) | nt | nt | 0.3% | 5% | nt | -2.0%[3.08 µM] | nt | -5% | nt | nt | 1%
O=C1CC[C@H](N2C(=O)c3ccccc3C2=O)C(=O)N1 | 1% | i | -4.1% | 3% | i | -2.6% | i | -6% | -6% | -1% | -3%
CCCc1cc(C(=O)Nc2sc(C)c(C)c2C(=O)OCC)no1 | 4% | nt | 0.1% | -1% | nt | -1.8% | nt | nt | nt | -11% | 2%
CCOC(=O)c1ccccc1NC(=O)CN1C(=O)c2ccccc2S1(=O)=O | 3% | ? | -2.0% | 0% | i | -3.4% | i | -6% | 6% | -6% | 0%
CSc1ccccc1NS(=O)(=O)c1ccc2c(c1)OCCO2 | 13% | i | 0.7% | -1% | i | -1.8% | i | -5% | -3% | 1% | 0%
COc1ccc2nc(SCC(=O)N3CCNC3=O)[nH]c2c1 | -4% | i | -3.4% | 0% | i | -1.2% | i | -4% | 2% | 11% | -2%
O=C(CSc1nnc(-c2cccnc2)n1Cc1ccco1)NCc1ccc2c(c1)OCO2 | ? | ? | -0.2% | 1% | i | -1.0% | i | -2% | 0% | 4% | 1%
O=C(O)c1cccc(N=Nc2c(S(=O)(=O)O)ccc3c2C(=O)c2ccccc2C3=O)c1O | ? | ? | -2.2%[15.4 µM] | -1%[11.5 µM] | i | -2.5%[15.4 µM] | i | nt | 2%[9.22 µM] | 3%[9.17 µM] | -8%[11.5 µM]
Cc1nc(N2CCN(Cc3nc4ccccc4[nH]3)CC2)c2oc3ccccc3c2n1 | 13% | ? | -4.2% | -4% | i | 3.6% | i | 49%[activator] | 2% | -4% | -2%
Cc1cc(O)cc(C)c1Cl | nt | nt | 1.2% | 2% | nt | 0.8%[3.08 µM] | nt | 2% | nt | nt | 1%
N#Cc1nc(COc2ccc(Cl)cc2)oc1N1CCCC1 | 16µM* | i | -1.4% | -4% | i | -0.9% | i | -10% | 0% | 0% | -1%
CC(=O)OC1CC(OC(C)=O)[C@]2(C)C(CC(OC(C)=O)[C@]3(C)C2CC[C@@]2(C)C(c4ccoc4)OC(=O)C4O[C@]432)C1(C)C (stereo partly drawn) | nt | nt | 0.6% | 0% | nt | -2.0%[3.08 µM] | nt | 37%[activator] | nt | nt | -2%
O=C(NC1CCCCC1)c1cc2nc3c(c(C(F)(F)F)n2n1)CCCC3 | ? | i | -0.8% | 0% | i | -3.2% | i | 29% | 0% | 9% | -4%
Cc1ccc(OCCSc2cc(C)nc(N)n2)cc1 | ? | nt | -0.3% | -3% | nt | -0.7% | nt | 11% | -4% | -10% | -6%
NC(=O)c1ccccc1NC(=O)CN1CCOCC1 | 11% | i | 0.0% | 2% | i | -1.3% | i | -4% | 2% | -5% | 1%
CC1CCN(S(=O)(=O)c2ccc(NC(=O)c3cccs3)cc2)CC1 | 0%[11.4 µM] | nt | 0.0% | -3% | nt | 0.0% | nt | 41%[activator][7.66 µM] | -2% | 6%[9.17 µM] | -4%
CCOC(=O)c1c(C)c(C(=O)Nc2ccc3c(c2)OCCO3)c(C)n1CC | 27% | i | 0.3% | 2% | i | 0.9% | i | 14% | 4% | -3% | 1%
O=C(NCCOc1nc(N2CCCCC2)nc(N2CCOCC2)n1)Nc1ccccc1 | 2% | ? | -0.9% | 1% | i | 0.6% | i | 28% | 0% | 1% | -2%
CCOc1ccc(OCC)c(S(=O)(=O)NCc2cccnc2)c1 | 2% | nt | 0.0% | 0% | nt | 0.6% | nt | nt | nt | nt | -1%
Cc1ccc(C)c(NS(=O)(=O)c2ccc(NC(=O)c3ccco3)cc2)c1 | 17% | i | -2.5% | 2% | ? | -0.6% | ? | -10% | 0% | 1% | -1%
CN(C)CC/C=C1/c2ccccc2COc2ccccc21 | nt | nt | 0.1% | 0% | nt | -2.2%[3.08 µM] | nt | 0% | nt | nt | 0%
N#CC1(c2c(O)nc3n(c2=O)CCCS3)CCCCC1 | -7% | ? | 1.6% | -3% | i | -1.1% | ? | 12% | 0% | 18% | -3%
CCN(C(=O)c1ccco1)c1nc(CC(=O)Nc2ccc(Cl)cc2)cs1 | ? | i | -1.2% | -8% | i | 1.0% | i | nt | 0% | -5% | -2%
CC(NC(=O)c1cc2ccccc2o1)C(=O)O (stereo not drawn) | 7% | i | 0.1% | 0% | i | -0.8% | i | -5% | -1% | 12% | -2%
CCn1c(/C=N/n2cnnc2)nc2ccccc21 | 0% | nt | -0.3% | -2% | nt | -1.3% | nt | nt | -2% | 3% | 1%
N=c1sccn1CC(=O)Nc1ccccc1Cc1ccccc1 | 21% | ? | -0.4% | 1% | i | -1.0% | i | 8% | 4% | 5% | 1%
O=C(Nc1cccnc1)c1ccccc1Oc1ccccc1 | 12% | i | -1.4% | 1% | i | 0.9% | i | -3% | 0% | 11% | 1%
CC(C)CCSc1nc(N)c(C#N)cc1C#N | 4% | ? | -0.3% | -6% | ? | 2.8% | ? | 7% | 7% | -3% | -6%
c1ccc(Nc2ncncc2-c2ccc3c(c2)OCO3)cc1 | ? | ? | -0.7% | -4% | i | -1.0% | i | -7% | 5%[9.22 µM] | -3% | -5%
CC(=O)N[C@H]1[C@@H](O[C@@H](C)C(=O)O)[C@H](O)[C@H](CO)O[C@@H]1O | 7%[25.6 µM] | ? | -0.4%[34.4 µM] | -3%[25.7 µM] | i | 0.5%[34.4 µM] | i | 8%[17.1 µM] | -2%[20.6 µM] | 0%[20.5 µM] | 0%[25.7 µM]
O=C(COC(=O)c1ccco1)Nc1nc2ccccc2s1 | 11% | ? | -1.1% | -1% | i | 1.8% | i | 7% | 0% | -2% | 0%
C=CCOc1ccccc1/C=N/O | 25µM* | ? | -1.0% | 2% | i | 0.4% | i | -12% | 0% | -1% | -2%
CCOC(=O)N1CCN(C(=O)c2cc(-c3ccc(OCC)cc3)nc3ccccc23)CC1 | 17% | i | 1.1% | -3% | 1.2e-07M* | -0.5% | 1.6e-07M* | 43%[activator] | 5% | -1% | -2%
COc1ccccc1CNc1cc(-c2ccccc2CN(C)C)ncn1 | ? | ? | 1.1% | -3% | i | -0.4% | i | 14% | -1%[9.22 µM] | 1% | -5%
O=C1CSC2(CCCCC2)N1CCO | 4% | i | -0.3% | -1% | i | -0.7% | i | 3% | 6% | -1% | 1%
COc1ccc(CCNC(=O)C2CCCN(S(=O)(=O)c3cnc[nH]3)C2)cc1OC (stereo not drawn) | 1% | nt | 0.8% | -4% | nt | -2.5% | nt | nt | -3% | 0% | 0%

# Source: PubChem BioAssay
